Screens: PubChem BioAssay, Sanford-Burnham Center for Chemical Genomics
SENP6 inh – SENP6 protease inhibitors, primary screen, biochemical, luminescence, uHTS | Sentrin-specific protease 6 (Homo sapiens), Q9GZR1 | Recombinant SENP6 catalytic domain, aminoluciferin luminescence | inhibition, % at 10 µM | 330,000 tested, 1.8% active | AID 2599, 2010;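 active = inhibition above about 50% at the single tested dose, limit read from the data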;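 note: plate controls were DMSO wells with enzyme for no effect and DMSO wells lacking enzyme for full effect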
HKDC1 inh – HKDC1 hexokinase inhibitors, primary screen, biochemical, fluorescence, uHTS; 340,000 tested, 0.16% active; recombinant HKDC1, G6PDH/diaphorase resazurin coupled fluorescence; inhibition, % at 20 µM;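 active = inhibition above about 35% when tested at 20 µM, limit read from the data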;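 note: plate controls were DMSO wells with enzyme for no effect and DMSO wells lacking enzyme for full effect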
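System: Recombinant HKDC1 hexokinase | Amount: HKDC1 at 5 µg/mL | Reagent: Glucose with 1 mM ATP | Doses: Single 20 µM dose | Incubation: Reaction time 90 min, room temperature, protected from light | Signal: Coupled resazurin fluorescence, excitation 525 nm, emission 613 nm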
SENP8 block-1 – SENP8 protease inhibitors, primary screen, biochemical, luminescence | Sentrin-specific protease 8 (Homo sapiens), Q96LD8 | purified SENP8, Z-RLRGG-aminoluciferin cleavage | inhibition, % at 10 µM | 330,000 tested, 1.2% active | AID 2540, 2010; in the data active = inhibition above about 50%
PfGluPho inh – PfG6PD enzyme inhibitors, primary screen, biochemical, fluorescence intensity, uHTS. 350,000 tested, 0.78% active. inhibition, % at 20 µM. PfGluPho enzyme, NADPH resazurin-diaphorase fluorescence. glucose-6-phosphate dehydrogenase-6-phosphogluconolactonase (Plasmodium falciparum 3D7);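 active = inhibition reaching at least a set limit at 20 µM in the primary screen, cut at about 59% in these data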;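 note: 0% = DMSO wells with substrate and 100% = DMSO wells lacking glucose-6-phosphate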
SENP1 inh – human SENP1 catalytic domain inhibitors, primary screen, biochemical, FRET, uHTS; recombinant SENP1 catalytic domain, CyPet-SUMO1-YPet FRET cleavage; inhibition, % at 10 µM; 360,000 tested, 0.21% active; AID 624204, 2012;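 active = inhibition at least 30% at 10 µM, raw YFP signal under a set limit, fluorescence ratio 0.5 to 1.5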;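 note: 0% = enzyme with DMSO and 100% = no enzyme wells; some results filed as inactive read as strong as hits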
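System: Recombinant human SENP1 catalytic domain, His6-tagged | Incubation: Enzyme reaction for 50 min at room temperature, dark | Medium: Tris pH 8 with BME, BSA, NP40 and catalase | Also added: 25 nM SUMO1 FRET substrate | Compound: 10 µM single point, 0.5% DMSO | Measured by: FRET fluorescence in CFP and YFP emission channels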
Apaf-1 inh – inhibitors of human Apaf-1 apoptosome, primary screen, biochemical, DEVD-Rh110 fluorescence, uHTS; inhibition, % at 20 µM; reconstituted apoptosome caspase-3 activity; 330,000 tested, 0.71% active; Apoptotic protease-activating factor 1 (Homo sapiens), O14727; active = inhibition of at least 40% at 20 µM;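 note: plate controls were DMSO wells for no effect and DEVD-CHO caspase inhibitor wells for full effect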
Target sequence (O14727 whole entry, looked up): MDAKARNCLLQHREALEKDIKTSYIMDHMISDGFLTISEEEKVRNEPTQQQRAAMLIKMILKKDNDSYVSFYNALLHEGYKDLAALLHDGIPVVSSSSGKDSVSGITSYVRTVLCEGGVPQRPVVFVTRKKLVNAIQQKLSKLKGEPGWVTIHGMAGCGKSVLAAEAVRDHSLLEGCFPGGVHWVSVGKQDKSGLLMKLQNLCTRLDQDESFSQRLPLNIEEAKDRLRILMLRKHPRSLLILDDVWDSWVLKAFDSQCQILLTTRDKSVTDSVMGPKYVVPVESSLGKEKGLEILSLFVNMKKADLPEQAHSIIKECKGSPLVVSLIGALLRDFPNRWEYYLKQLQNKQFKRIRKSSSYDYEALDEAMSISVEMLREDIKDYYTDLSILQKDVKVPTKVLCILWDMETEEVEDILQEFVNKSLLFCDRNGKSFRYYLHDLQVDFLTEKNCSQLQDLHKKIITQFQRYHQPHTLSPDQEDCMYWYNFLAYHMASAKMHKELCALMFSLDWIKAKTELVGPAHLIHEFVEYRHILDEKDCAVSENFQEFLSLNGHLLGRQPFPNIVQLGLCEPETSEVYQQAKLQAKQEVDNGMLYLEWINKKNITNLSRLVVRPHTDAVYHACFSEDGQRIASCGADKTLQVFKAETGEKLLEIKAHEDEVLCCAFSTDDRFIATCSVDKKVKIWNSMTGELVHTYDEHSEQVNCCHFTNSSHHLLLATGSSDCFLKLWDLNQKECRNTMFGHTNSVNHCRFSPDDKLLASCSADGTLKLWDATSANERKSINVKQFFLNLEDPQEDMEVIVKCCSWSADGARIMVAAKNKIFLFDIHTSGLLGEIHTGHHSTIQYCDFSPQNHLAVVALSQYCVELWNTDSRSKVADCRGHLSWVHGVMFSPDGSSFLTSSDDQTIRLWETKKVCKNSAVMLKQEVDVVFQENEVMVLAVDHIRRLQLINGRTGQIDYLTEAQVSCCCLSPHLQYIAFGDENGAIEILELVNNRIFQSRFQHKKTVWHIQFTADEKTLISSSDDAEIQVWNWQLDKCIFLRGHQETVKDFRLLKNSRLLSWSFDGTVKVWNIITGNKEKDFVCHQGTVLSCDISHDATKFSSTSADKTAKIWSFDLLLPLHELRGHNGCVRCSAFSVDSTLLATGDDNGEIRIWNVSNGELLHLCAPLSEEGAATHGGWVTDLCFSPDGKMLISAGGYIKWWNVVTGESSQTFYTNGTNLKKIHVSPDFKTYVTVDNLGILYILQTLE
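System: reconstituted apoptosome with Apaf-1, cytochrome c, caspase-9, procaspase-3, dATP; Signal: Rh110 fluorescence intensity; Schedule: 30 min compound preincubation, 50 min activation, room temperature; Reagent: cytochrome c trigger plus (Z-DEVD)2-Rh110 caspase-3 substrate.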
SENP7 inh – SENP7 protease inhibitors, primary screen, biochemical, luminescence, uHTS; recombinant SENP7, Z-RLRGG-aminoluciferin luminescence, 40 min; inhibition, % at 5 µM; 330,000 tested, 1.5% active; AID 434973, 2010;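 active = inhibition above about 50% at the single test dose, limit read from the data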;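 note: plate controls were DMSO with enzyme for no effect and no enzyme buffer wells for full effect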
NALP3 yeast inh – NALP3 inflammasome inhibitors in reconstituted yeast, primary screen, luminescence, uHTS | Yeast reconstituted NLRP3/ASC/caspase-1, beta-gal luminescence, 24 h | inhibition, % at 10 µM | 330,000 tested, 0.39% active;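 active = inhibition of 50% or more; inactive = inhibition below 50%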;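 note: plate controls were induced DMSO wells for no effect and uninduced yeast grown without galactose for full effect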
SENP8 block-2 – human SENP8 protease inhibitors, primary screen, biochemical, fluorescence, Nedd8 protein substrate, uHTS; inhibition, % at 20 µM; 360,000 tested, 0.64% active; recombinant SENP8; Sentrin-specific protease 8 (Homo sapiens), Q96LD8; AID 602440, 2012; in the data active = inhibition mostly above about 40%, no sharp cut-off; inactive = mostly below about 27%
The depositor's hits bear a star; i = inactive; . = no result given.

molecule | SENP6 inh | HKDC1 inh | SENP8 block-1 | PfGluPho inh | SENP1 inh | Apaf-1 inh | SENP7 inh | NALP3 yeast inh | SENP8 block-2
COc1cc(NC(=O)c2cc3ccccc3cc2OC)ccc1NC(=O)c1cccs1 | 11 | 2 | -9 | 1 | 0 | 13 | -15 | 14 | -124
Cc1cc(C)c(OCC(=O)N/N=C/c2ccco2)c(C)c1 | 10 | 0 | -7 | -1 | -1 | 19 | -4 | 15 | 17
CCOC(=O)c1[nH]c2ccc(C)cc2c1N=C(C)N(C)C | -6 | -8 | -13 | -10 | 2 | 3 | -1 | -12 | -59
O=C(NC1=NCCS1)C12CC3CC(C1)CC(C(=O)NC1=NCCS1)(C3)C2 | -9 | -7 | -8 | -21 | 0 | -4 | 3 | 11 | 3
CN(C)C(=O)COc1ccc2ccc(=O)oc2c1 | -19 | 2 | 3 | -9 | 2 | 12 | 1 | 9 | -270
COC(=O)c1cc(Br)c(=O)n(Cc2ccco2)c1 | -15 | -6 | 0 | -4 | -2 | -12 | -1 | 4 | 18
Cc1cc2nc(-c3ccc(SCc4ccc(C#N)cc4)nc3)[nH]c2cc1C | 3 | -8 | -3 | 15 | -5 | 4 | 3 | 15 | -268
Cc1noc(C)c1S(=O)(=O)N1CCCC(C(=O)N2CCN(C3CCCCC3)CC2)C1 (stereo unspecified) | -9 | -3 | -11 | 17 | -5 | 3 | 7 | 6 | 11
CC1=C(C(=O)OCC2CCCO2)C(c2ccc(C)cc2)C2=C(CC(C)(C)CC2=O)N1 (stereo unspecified) | 5 | 12 | -1 | -19 | -80 | 5 | 0 | 3 | -359
O=C(CSc1nc(-c2ccc(F)cc2)nc2c1Cc1ccccc1O2)Nc1ccc(C(=O)O)cc1 | . | 44* | . | -24 | -2 | . | . | . | -5
CCC(=O)Nc1ccc2nc3c(=O)[nH]c(=S)[nH]c3nc2c1 | 11 | 18 | 5 | 3 | 10 | 6 | 8 | 12 | -16
CC(NC(=O)C(=O)N/N=C\c1cccc([N+](=O)[O-])c1)c1ccccc1 (stereo unspecified) | -27 | -5 | -3 | -9 | 3 | -7 | -1 | 9 | 6
COc1ccc(OC)c(-c2cc(C(=O)Nc3sc4c(c3C#N)CCC(C)C4)c3ccccc3n2)c1 (stereo unspecified) | -29 | -3 | -12 | -20 | 1 | 10 | -6 | 11 | -4
CCn1ncc(CN2CCCC(C(=O)c3cccc(OC(C)C)c3)C2)c1C (stereo unspecified) | -6 | -5 | 5 | -7 | 0 | 2 | -3 | 17 | -9
CCCCCN1C=CC(=C2C(=O)c3ccccc3C2=O)C=C1 | 96* | -8 | 96* | 11 | 28 | 7 | 97* | 24 | 24

(further entries)
molecule | SENP6 inh | HKDC1 inh | SENP8 block-1 | PfGluPho inh | SENP1 inh | Apaf-1 inh | SENP7 inh | NALP3 yeast inh | SENP8 block-2
COc1ccc(CCN(C)C(=O)CCNC(=O)c2ccc(Br)cc2)cc1OC | -1 | -9 | 6 | 4 | 1 | 10 | 4 | 12 | 8
O=C(Nc1ccc2ccccc2c1)c1ccccc1O | 99* | 7 | 96* | 30 | -1 | 9 | 96* | 38 | -130
Cn1cc(S(=O)(=O)CC(=O)N2CCCc3ccccc32)c2ccccc21 | 2 | 4 | -1 | 32 | 2 | -17 | 2 | -1 | 13
CSc1ccc(-c2nnn(Cc3ccccn3)n2)cc1 | 0 | -1 | -9 | 3 | 1 | 4 | -1 | 24 | 9
OCCC1CN(Cc2ccc(F)cc2)CCN1CCc1ccccc1 (stereo unspecified) | 9 | 1 | 0 | -17 | 0 | 1 | 2 | 16 | 2
Cc1ccc2cccc(OCc3ccc(Br)cc3)c2n1 | -8 | -5 | -2 | 45 | 0 | 16 | -5 | 40 | -38
CCCCc1c(C)nc2cc(-c3ccco3)[nH]n2c1=O | -2 | 2 | 1 | 3 | 1 | 23 | -7 | 22 | -24
O=S(=O)(c1ccc(F)cc1)N1CCN=C1SCc1cccc(F)c1 | 2 | 0 | -9 | 45 | -2 | 16 | 3 | 37 | 6
Cn1c(SCc2c(F)cccc2Cl)nc2ccccc2c1=O | 12 | -4 | 1 | -4 | 2 | -1 | -5 | 9 | 20
COC(=O)[C@@H](NC(=O)NCc1cccc(OC)c1)C(C)C | -6 | -10 | 1 | -4 | 2 | -15 | 0 | -6 | 7
Cc1ccc(/C=C/C(=O)N2CCN(c3cccc(C(F)(F)F)c3)CC2)cc1 | 10 | -3 | 5 | 8 | 3 | 7 | 5 | 5 | 14
Cc1cccc(NC(=O)CCC(=O)N/N=C/c2ccncc2)c1 | -6 | -6 | 0 | -13 | 0 | -3 | 5 | 17 | 5
O=C(O)c1cnc(-c2ccccc2)nc1Sc1cccc(Cl)c1 | 13 | 4 | 3 | -35 | 1 | 11 | -2 | 6 | 6
O=C(NNc1ccccn1)C(c1ccccc1)c1ccccc1 | 5 | -9 | -2 | -2 | 2 | -4 | -1 | 11 | 4
Cc1cccn2c(CN(C)CC3CCCCO3)c(C(=O)N3CCCCC3)nc12 (stereo unspecified) | -3 | -5 | -4 | 7 | -4 | 5 | 3 | 3 | 11

Next part:
molecule | SENP6 inh | HKDC1 inh | SENP8 block-1 | PfGluPho inh | SENP1 inh | Apaf-1 inh | SENP7 inh | NALP3 yeast inh | SENP8 block-2
COCCn1c(-c2ccc(SC)cc2)nc2c1c(=O)[nH]c(=O)n2CC(C)C | -18 | -2 | -10 | -15 | 1 | 16 | 2 | 19 | -319
COc1ccc(C(NC(=O)c2cc(OC)ccc2OC)c2ccccc2)cc1 (stereo unspecified) | -10 | -2 | -7 | 8 | 1 | 27 | -11 | 8 | -4
CSc1cc(-c2ccccc2)[nH]c(=O)c1C#N | -6 | -5 | -3 | -22 | -4 | -6 | 9 | 8 | -374
Cn1nc(C(C)(C)C)c([N+](=O)[O-])c1C(=O)NCCO | -6 | -15 | -9 | -9 | -1 | -7 | 5 | -7 | 14
Nc1nnc(SCc2cc3c(cc2Cl)OCO3)s1 | 5 | 2 | -1 | 0 | -2 | 2 | -4 | 18 | 14
CC(=C/c1ccco1)/C=N/NC(=O)c1nnn(-c2nonc2N)c1CN(C)C | 0 | -8 | 1 | 21 | -5 | -3 | 3 | 5 | -73
CCOC(=O)Cc1nnc(NC(=O)c2ccccc2OCC)s1 | -2 | -7 | 10 | -22 | -1 | 12 | 5 | 10 | 29
COCCOc1cc(NC(=O)c2cccc(OC)c2)c(Cl)cc1Cl | 14 | -10 | 1 | -9 | 1 | 1 | -2 | 5 | 8
Cc1ccc2c(c1)CCCN2C(=O)c1cccs1 | 11 | 2 | 3 | 0 | 1 | -4 | 1 | 36 | 20
CC1(C)CC2CC(C)(CN2C(=O)COC(=O)c2cccc([N+](=O)[O-])c2)C1 (stereo unspecified) | 0 | 3 | -5 | -5 | 0 | 0 | 0 | 10 | 12
COCCC(=O)NNS(=O)(=O)c1ccc(Cl)cc1 | 14 | -13 | 1 | -8 | 2 | -7 | 1 | 9 | -2
COc1cccc(C(=O)NC2CCN(CC(=O)Nc3c(C)cc(C)cc3C)CC2)c1 | -6 | . | 2 | . | . | 8 | 6 | 19 | .
Cc1ccc(C)c(NS(=O)(=O)c2ccc(OCC(=O)N3CCCC3)cc2)c1 | 6 | -8 | -10 | -10 | 2 | -7 | 6 | 10 | 4
Cn1c(=O)c2c(nc3n2CC(COc2ccccc2)O3)n(C)c1=O (stereo unspecified) | -12 | 6 | -9 | -7 | 0 | 3 | -13 | 13 | 8
Cc1[nH]c2ccccc2c1C(=O)CSc1n[nH]c(N)n1 | -5 | 0 | -1 | -4 | 1 | 2 | -5 | 12 | 17

Following part
molecule | SENP6 inh | HKDC1 inh | SENP8 block-1 | PfGluPho inh | SENP1 inh | Apaf-1 inh | SENP7 inh | NALP3 yeast inh | SENP8 block-2
CCOc1ccc(/C=N/NC(=O)c2nnn(-c3nonc3N)c2CN(C)C2CCCCC2)cc1 | -7 | -7 | -9 | -4 | 3 | 7 | 12 | 8 | 9
CC(=O)Nc1ccc(/C=N/NC(=S)NC(C)C)cc1 | -4 | -6 | 1 | -14 | 4 | -11 | -3 | 19 | 7
COc1ccc([C@H]2CC(=O)C=C(c3ccc4c5c(cccc35)CC4)C2)cc1 | -2 | 10 | 7 | 2 | -21 | 7 | -3 | 26 | i
COc1cccc(NC(=O)c2ccccc2NS(C)(=O)=O)c1 | 12 | -12 | -9 | 5 | 1 | 1 | -1 | 6 | -264
CCOc1cccc2sc(N(CCCN(C)C)C(=O)c3ccc(S(=O)(=O)N4CCCCCC4)cc3)nc12 | -12 | -2 | -3 | 9 | 0 | 33 | -4 | 0 | 11
CCN(CC)S(=O)(=O)c1ccc2[nH]c(=O)cc(C(=O)Nc3cccc(C(C)=O)c3)c2c1 | -3 | -5 | 2 | 2 | -15 | -8 | 0 | 8 | -24
CC1CCN(C2=NC(=O)/C(=C/c3cn(-c4ccccc4)nc3-c3cccc(S(=O)(=O)N(C)C)c3)S2)CC1 | 0 | 0 | 7 | -12 | -2 | 11 | 8 | 3 | -395
OC[C@@H]1[C@@H](c2ccccc2)C(c2cccc(Cl)c2)=NN1c1ccccc1 | . | -4 | . | 14 | -25 | 23 | -8 | . | -366
COc1cc(OC)cc(C(=O)Nc2ccc3c(c2)OCCO3)c1 | 98* | 6 | 92* | 12 | -1 | -11 | 96* | 13 | 14
CCOc1ccc(CNS(=O)(=O)c2c(C(=O)N3CCCC3)c(C)n(C)c2C)cc1OC | -5 | -5 | -5 | -15 | 2 | 3 | -7 | -8 | -15
COCCn1c(=O)[nH]c2cc(C(=O)OC)ccc2c1=O | 17 | -4 | 1 | 7 | -1 | 3 | 2 | 6 | -286
Cc1cccc(NC(=S)N=Nc2c(O)n(C)c3ccc(S(=O)(=O)N4CCOCC4)cc23)c1 | 3 | -11 | 4 | 5 | 3 | -7 | -3 | 16 | 30
CC(C)n1c(CN2CCN(C(=O)c3ccco3)CC2)nc2c1c(=O)n(C)c(=O)n2C | 1 | -1 | 6 | 6 | 0 | 1 | 2 | 1 | 2
COC(=O)c1ccccc1NC(=S)NC(=O)C1CCCCC1 | 3 | 1 | -7 | -2 | 2 | 6 | 2 | 20 | -5
O=C(Nc1ccccc1)c1cc([N+](=O)[O-])ccc1NC1CCCCC1 | 4 | 21 | -8 | 18 | -7 | 18 | 8 | -8 | 23
COc1ccc(CC(=O)OC(C)C(=O)Nc2ccc(S(N)(=O)=O)cc2)cc1 (stereo unspecified) | 0 | -4 | 1 | -12 | 5 | 0 | 1 | 8 | 4
